Source: PubChem
D2 PAM: positive allosteric modulators of human D2 dopamine receptor | P14416 | potentiation, % at 10 µM | HEK293 T-REx D2, calcium flux, EC20 dopamine potentiation | actives 0.34% (n = 340,000);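 active = potentiation over 3 SD above the plate norm, cut at about 30% in these data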; also: 0% is about no effect
Target sequence (P14416 whole entry, looked up): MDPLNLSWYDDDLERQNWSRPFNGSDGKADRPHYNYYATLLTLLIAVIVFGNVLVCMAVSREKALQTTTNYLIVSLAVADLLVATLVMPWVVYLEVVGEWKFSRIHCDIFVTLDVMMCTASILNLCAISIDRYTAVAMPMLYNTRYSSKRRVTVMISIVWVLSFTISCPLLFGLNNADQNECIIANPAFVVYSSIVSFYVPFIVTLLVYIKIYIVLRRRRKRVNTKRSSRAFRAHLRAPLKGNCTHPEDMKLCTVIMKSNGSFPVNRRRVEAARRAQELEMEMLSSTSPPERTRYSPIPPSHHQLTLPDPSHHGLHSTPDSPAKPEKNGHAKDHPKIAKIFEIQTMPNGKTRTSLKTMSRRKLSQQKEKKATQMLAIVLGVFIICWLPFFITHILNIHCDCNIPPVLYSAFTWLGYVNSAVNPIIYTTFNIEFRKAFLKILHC
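Potentiation of an EC20 dopamine calcium response is measured in a force-coupled, tetracycline-inducible Hek293 Trex D2 line. Compound-only kinetic reads over 180 s flag agonists before dopamine addition.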
Vif-A3G inh: Vif-A3G binding inhibition; Q9HC16; HeLa A3G-eYFP + Vif (tagged APOBEC3G with the HIV-1 protein that degrades it), YFP fluorescence, overnight; Potency, µM (top dose mostly 46.1 µM), for inactives: at the highest dose activity, negative = active, usual class: inhibitors; actives 0.076% (n = 410,000); AID 602310;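 also: potency is read from the fitted curve at half-maximal effect; % is scaled to controls: 0 for no effect and ±100 for the full control effect; nearly all actives have a fitted effect of over 60% in size; hits raise eYFP signal because A3G escapes Vif-driven loss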
Target sequence (Q9HC16 whole entry, looked up): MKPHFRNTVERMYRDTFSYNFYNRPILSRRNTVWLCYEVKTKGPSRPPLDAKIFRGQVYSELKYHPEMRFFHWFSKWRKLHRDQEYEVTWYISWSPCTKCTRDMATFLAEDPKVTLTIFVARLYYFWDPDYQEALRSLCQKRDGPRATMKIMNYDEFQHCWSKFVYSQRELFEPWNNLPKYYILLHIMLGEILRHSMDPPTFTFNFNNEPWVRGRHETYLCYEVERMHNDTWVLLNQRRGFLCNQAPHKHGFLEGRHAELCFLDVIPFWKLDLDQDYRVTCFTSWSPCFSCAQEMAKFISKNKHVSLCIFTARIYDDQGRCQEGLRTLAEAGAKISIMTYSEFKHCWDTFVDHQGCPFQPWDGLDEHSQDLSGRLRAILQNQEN
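Read-out is eYFP fluorescence (Ex 488/Em 500-530) from Vif-expressing HeLa A3G-eYFP cells; more signal means A3G escaped Vif-mediated degradation. Cells plated overnight, compound pinned in, incubated overnight at 37 deg C.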
D1 agonist: human D1 receptor agonism | P21728 | HEK293 T-REx D1 cells, calcium flux, agonist mode | activation, % at 2 µM | actives 1% (n = 360,000) | AID 504660; in the data active = activation above about 30%; also: 0% is about no effect
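Tetracycline-induced HEK293 TREx D1 cells, force-coupled to calcium signalling, were dye-loaded with a no-wash calcium kit. Compound was pin-added after a 10 s baseline. Fluorescence was read kinetically at 1 cycle/s for 180 s, with calcium rises flagged as agonism.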
LDHA block: blocks human lactate dehydrogenase A; purified LDHA, NADH/diaphorase-resazurin fluorescence; hits give low values; activity change, % (values are at about 110 or 230 µM); actives 0.15% (n = 480,000); in the data active = activity change below about -30%;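 also: plate controls were DMSO wells for no effect and wells without enzyme for full effect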
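Remaining NADH was detected by diaphorase (0.133 mg/mL) converting 37 µM resazurin to fluorescent resorufin, read at 0 and 20 minutes. The preceding 5-minute room-temperature reaction used 2 nM LDHA, 0.2 mM sodium pyruvate and 0.06 mM NADH at pH 7.4.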
RXFP1 agonist: agonists of human relaxin receptor RXFP1 | actives 0.3% (n = 370,000) | HEK293T-RXFP1 cAMP TR-FRET, 30 min; response scale: percent of porcine relaxin response, buffer zero | Potency, µM (titrated, usually from 57.5 µM), without a hit: at the highest dose activation, hits mostly activators | AID 2676; also: potency is read from the fitted curve at half-maximal effect; % is scaled to controls: 0 for no effect and ±100 for the full control effect; nearly all actives have a fitted effect of over 60% in size; many of its hits are not listed in these tables
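cAMP rise read by TR-FRET after 30 min, 37C compound exposure (up to 58 uM) in RXFP1-transfected HEK293 cells with Ro 20174 present. EC50 from Hill-equation fits, with 29 nM porcine relaxin as 100% and buffer as basal.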
Vif-A3F inh: inhibitors of Vif-A3F interaction | Potency, µM (top dose mostly 46.1 µM), without a hit: top-dose activity, negative = active | actives 0.2% (n = 390,000) | AID 602313 | HeLa A3F-eYFP + Vif (tagged APOBEC3F with the HIV-1 protein that degrades it), YFP fluorescence increase; also: potency is read from the fitted curve at half-maximal effect; % of control where 0% means no effect; nearly all actives have a fitted effect of over 65% in size
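HeLa cells stably expressing Vif plus C-terminally eYFP-tagged A3F were seeded, incubated overnight at 37 deg C, dosed with compound, incubated overnight again at 37 deg C. Yellow fluorescence (Ex 488/Em 500-530) reported blocked Vif-mediated A3F-eYFP degradation.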
D1 antagonist: human D1 dopamine receptor antagonism. activity change, negative = inhibition, % at 10 µM. HEK293 TREx D1 cells, calcium flux, dopamine EC80; hits give low values. actives 3.2% (n = 360,000). AID 504652; in the data active = activity change below about -30%; also: % is scaled to controls: 0 for no effect and ±100 for the full control effect
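Calcium flux readout: force-coupled, inducible Hek293 Trex D1 line, cells induced overnight at 30 C with tetracycline, dye-loaded 30–90 min at RT. Antagonism scored against EC80 dopamine challenge given 180 s after compound.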
D1 potentiator: potentiators of human D1 dopamine receptor | P21728 | HEK293 TREx D1 cells, calcium flux, dopamine EC20 potentiation | potentiation, % at 10 µM | actives 0.036% (n = 360,000) | AID 504651; in the data active = potentiation above about 30%; also: 0% is about no effect
GRP78 ERSR act: inducers of ER stress response in human glioma cells. U87-MG GRP78 promoter luciferase reporter, 16 h. Potency, µM, inactives show top-dose activation, actives largely listed as activators. AID 602332. actives 0.02% (n = 420,000); also: potency is read from the fitted curve at half-maximal effect; series mostly up to about 76 µM; % of control where 0% means no effect; nearly all actives have a fitted effect of over 35% in size
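Stably transfected U87-MG glioma cells carrying a GRP78-based luciferase sensor; 16 h compound incubation. Luminescence end-point read 10 min after Bright-Glo addition at room temperature.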
An asterisk follows results filed as active; · = not tested or not shown. Unless noted, calls follow the shape of the dose curve; as a rule, active = well fitted curve in the direction sought with a large enough effect; inconclusive = small, poorly fitted or top-dose-only effect, or another doubt; inactive = no such curve, though single readings can be large; an effect the other way counts as inactive or inconclusive.

Every second line gives: D2 PAM, Vif-A3G inh, D1 agonist, LDHA block, RXFP1 agonist, Vif-A3F inh, D1 antagonist, D1 potentiator, GRP78 ERSR act
1: O=C(CCNC(=O)C1CCN(S(=O)(=O)c2ccc(F)cc2)CC1)NCc1ccccc1Cl
    5, 0%, 0, -2, 0.0%, -5%, 3, -2, -9%
2: C[N+]1(C)CCC(=C2c3ccccc3CC(=O)c3sccc32)CC1
    22, -7%, 0, 27, -0.5%, -3%, 14, -8, -6%
3: CCOC(=O)c1c(NC(=O)CN2CCN(C(=O)c3ccco3)CC2)sc2c1CCCC2
    -2, 2%, 26, 4, -0.9%, 7%, 8, -5, -4%
4: COc1ccc(NC(=O)/C(C#N)=C\c2ccc(-c3cccc(C(=O)O)c3C)o2)cc1
    4, 1%, 5, 1, -1.0%, 3%, -1, -3, -2%
5: Cc1ccc(N(CC(=O)NCc2ccco2)S(=O)(=O)c2ccccc2)cc1
    27, 0%, 0, -7, 0.1%, -2%, 9, -1, -3%
6: CCN(C(=O)COC(=O)c1nn(-c2ccccc2)c(=O)c2ccccc12)C1CCS(=O)(=O)C1 (centres undefined)
    4, -1%, 2, -2, 4.4%, -12%, 0, 0, -1%
7: CC(Oc1ccccc1Br)C(=O)N1CCc2ccccc21 (centres undefined)
    7, -11%, 1, -4, 0.2%, 3%, -11, -5, 8%
8: COc1cccc(C(=O)NNC(=O)c2ccc(NS(=O)(=O)c3cccs3)cc2)c1OC
    3, 1%, 0, -8, 0.8%, 4%, 3, -1, -1%
9: Cc1ccc(C(=O)n2c(-c3ccccc3)cnc2SCC(=O)Nc2ccc(C)cc2C)cc1
    0, -9%, 5, -3, 0.0%, -1%, 2, -4, 2%
10: C[C@H](NC(=O)c1nc[nH]c1C(=O)N(C)Cc1ccccc1)C(=O)OC(C)(C)C
    -7, -2%, 0, -3, -0.7%, 0%, -4, -2, 0%
11: O=C(COC(=O)c1ccc(Br)o1)NC1CCCc2ccccc21 (centres undefined)
    -5, 1%, 0, -13, -0.5%, 12%, -2, -2, -4%
12: COc1ccc2c(CNCC(C)c3ccccc3)c(C(=O)O)n(Cc3ccc(F)cc3Cl)c2c1 (centres undefined)
    6, 3%, 3, 3, -0.8%, -20%, -9, 3, -2%
13: Cc1ccc(C(=O)NCC(=O)NCC(c2ccco2)N2CCCCC2)cc1C (centres undefined)
    -5, 4%, -1, -5, 0.2%, -4%, 19, -1, -4%
14: Cn1c(N)cc(=O)n(Cc2ccccc2)c1=O
    2, -1%, -3, 0, 5.1%, -1%, -16, -4, -2%
15: CCOc1ccc(OCC)c(NC(=O)c2cc(CN3CCOCC3)on2)c1
    -9, 1%, 0, 1, -0.2%, -6%, 2, -3, -3%

Some of these compounds in order of their number in D2 PAM, high to low:
| No. | Structure | D2 PAM |
| --- | --- | --- |
| 5 | Cc1ccc(N(CC(=O)NCc2ccco2)S(=O)(=O)c2ccccc2)cc1 | 27 |
| 7 | CC(Oc1ccccc1Br)C(=O)N1CCc2ccccc21 (centres undefined) | 7 |
| 12 | COc1ccc2c(CNCC(C)c3ccccc3)c(C(=O)O)n(Cc3ccc(F)cc3Cl)c2c1 (centres undefined) | 6 |
| 1 | O=C(CCNC(=O)C1CCN(S(=O)(=O)c2ccc(F)cc2)CC1)NCc1ccccc1Cl | 5 |
| 4 | COc1ccc(NC(=O)/C(C#N)=C\c2ccc(-c3cccc(C(=O)O)c3C)o2)cc1 | 4 |
| 8 | COc1cccc(C(=O)NNC(=O)c2ccc(NS(=O)(=O)c3cccs3)cc2)c1OC | 3 |
| 11 | O=C(COC(=O)c1ccc(Br)o1)NC1CCCc2ccccc21 (centres undefined) | -5 |

Further structures
Every second line gives: D2 PAM, Vif-A3G inh, D1 agonist, LDHA block, RXFP1 agonist, Vif-A3F inh, D1 antagonist, D1 potentiator, GRP78 ERSR act
16: O=C(COc1ccc(S(=O)(=O)N2CCOCC2)cc1)NCc1ccccc1
    11, 2%, 1, -4, 0.3%, -16%, -1, -1, -4%
17: Cc1nnc(SCC(=O)Nc2ccc(N(C)C)cc2)[nH]c1=O
    13, -3%, 1, 21, -3.9%, 1%, 0, 1, -3%
18: Clc1ccc(CSc2nnc(-c3ccc4c(c3)OCO4)o2)cc1
    ·, -2%, 9, -9, 4.6%, -1%, -24, -3, 0%
19: COc1cc(OC)c(C(=O)N2CCN(c3ccccn3)CC2)cc1OC
    9, 4%, 1, -4, 0.3%, -5%, 1, -3, -4%
20: O=C1CCc2cc(S(=O)(=O)N3CCCCC3)cc3c2N1CCC3
    11, 2%, 4, -2, -1.2%, 1%, 10, 6, -3%
21: CC(=O)c1c(N2CCN(c3ccccn3)CC2)nc(=S)n(-c2ccccc2)c1C
    4, 0%, 4, -4, 17%, 14%, 2, 1, -3%
22: Cc1nn(C)cc1-c1n[nH]c(=S)n1-c1ccc(F)cc1
    4, 1%, 1, -5, 1.2%, -8%, 13, -3, -5%
23: CCOC(=O)N/N=C\c1ccc(OC(=O)c2ccc3c(c2)OCO3)cc1
    1, 0%, 3, -9, 3.3%, -16%, -25, -3, -6%
24: COc1ccccc1NC(=O)CCC(=O)N(Cc1ccc(OC)c(OC)c1)c1nccs1
    12, 2%, 0, 0, -0.3%, -6%, 0, -4, -4%
25: COc1cc(C(=O)N/N=C/c2ccc(OC)c(CN3CCN(c4ccc(F)cc4)CC3)c2)ccc1O
    -36, -1%, 6, -4, -2.7%, 9%, -1, -8, -5%
26: CC(Sc1nnnn1C)C(=O)NC1CCCC1 (centres undefined)
    ·, -1%, ·, -9, ·, 0%, ·, ·, -4%
27: CCOC(=O)c1nc(NCc2ccccc2C)c2ccccc2n1
    4, -3%, 1, -7, 1.6%, 5%, 18, -4, -7%
28: CCC(CC)C(=O)c1c[nH]c(C(=O)NCc2cccnc2)c1
    -6, -1%, 1, -12, 0.2%, 0%, 4, -5, -1%
29: CC(C)(C)NC(=O)C[C@H]1C[C@H](C(=O)N2CCCCC2)[C@@]2(CCc3ccccc3)c3[nH]c4cc(-c5ccco5)ccc4c3CCN2C1=O
    ·, -6%, ·, -2, ·, -1%, ·, ·, 2%
30: C=CCN(c1ccccc1OC)S(=O)(=O)c1cccc(C(=O)OCC(=O)c2c[nH]c3ccccc23)c1
    -18, 0%, 5, -3, 0.1%, 3%, -4, 6, -4%
31: Cc1ccc(C2=NN=C(NC(=O)CSc3nnc4c5ccccc5n(C)c4n3)SC2)cc1
    5, -5%, 2, 0, 4.8%, -1%, 1, -9, -4%
32: O=C(CCBr)Nc1cccc2cccnc12
    ·, -2%, 1, 4, ·, ·, 6, -6, -2%
33: COc1cccc(NC(=O)Cn2c(=O)n(-c3cccc(OC)c3)c(=O)c3sc4ccccc4c32)c1
    1, -4%, 5, -5, -1.4%, -4%, -18, -2, -1%
34: OC(Cn1cncn1)(c1ccccc1)c1ccccc1
    5, 0%, 0, -11, 1.7%, 0%, 4, 13, -3%
35: CCCCc1nc2sc3c(=O)[nH]cnc3c2c2c1CCCC2
    -4, 0%, 1, -1, 12%, 16%, 0, -2, -1%
36: Cc1cc(NC(=O)c2ccc3c(c2)N(Cc2cccc(Cl)c2)C(=O)c2ccccc2S3=O)ccc1Br (centres undefined)
    11, -4%, 6, 3, -0.6%, -4%, 6, -3, -3%
37: COc1ccc(C(=O)NCC2COc3ccccc3O2)cc1S(=O)(=O)N1CCOCC1 (centres undefined)
    ·, -2%, 0, -1, -2.1%, -1%, -34*, -4, -4%
38: Cc1ccccc1OCC(=O)NCC(=O)N/N=C/C=C/c1ccccc1
    13, ·, -1, ·, 2.0%, ·, ·, 0, ·
39: COc1cc(NC(=O)COc2ccccc2)c(OC)cc1NC(C)=O
    -12, -5%, 3, -13, -0.8%, 0%, -24, -3, 0%
40: CCOC(=O)C1CCCN(C(=O)c2ccc(C)c(NC(=O)C3=C(C)OCCS3)c2)C1 (centres undefined)
    -5, -1%, 1, -2, -1.8%, 4%, 5, 0, 1%
41: COc1ccc(C(=O)Nc2ccc(Nc3ccccc3)cc2)cc1[N+](=O)[O-]
    -7, -1%, 5, -4, -0.9%, 6%, -19, -2, -2%
42: O=C(C[n+]1cccc(NC(=O)c2ccccc2)c1)c1ccccc1
    -6, -3%, -1, -3, 0.5%, 5%, -3, -3, -6%
43: CCOCCCNC(=O)C(c1ccc(OC)cc1)N(Cc1ccc2c(c1)OCO2)C(=O)c1ccc(NC(C)=O)cc1 (centres undefined)
    7, -6%, 2, -7, -1.7%, 5%, -20, 1, -3%
44: O=C(Nc1ccc(N2C(=O)c3cccc4cccc(c34)C2=O)cc1)c1ccc(N2CCCCC2)c([N+](=O)[O-])c1
    11, 1%, 0, -6, 3.3%, 2%, 7, -1, -3%
45: CCN1CCN(c2cc(C)c3cc(NC(=O)CCC(=O)N4CCN(c5ccccc5)CC4)ccc3n2)CC1
    -3, 2%, -3, -3, -1.1%, -8%, 5, 0, -4%
46: CCOc1ccc(OCC)c(NC(=O)C2CCCN2S(=O)(=O)c2cccc3cccnc23)c1 (centres undefined)
    11, 3%, 3, -9, 1.8%, -4%, -21, ·, -1%
47: CCCCN(C)CCCNC(=O)c1cc(Nc2ccc(OC)c(OC)c2)nc2ccccc12
    -9, 3%, 2, 0, -1.1%, 2%, -4, -1, -1%
48: O=C(Nc1ccccn1)c1ccc(NC(=O)c2ccco2)cc1
    6, -1%, 1, 0, -1.3%, -1%, -3, -1, -6%
49: CN(C(=O)CCN1C(=O)/C(=C/c2ccccc2)SC1=S)C1CCS(=O)(=O)C1 (centres undefined)
    7, 0%, 8, -1, -2.0%, 2%, -23, 0, -2%
50: O=Cc1ccc(OCC(=O)Nc2ccccc2-c2ccccc2)cc1
    9, -1%, 1, -5, -1.3%, -5%, 14, 0, 0%

Excerpt: entries 1 to 2
Every second line gives: D2 PAM, Vif-A3G inh, D1 agonist, LDHA block, RXFP1 agonist, Vif-A3F inh, D1 antagonist, D1 potentiator, GRP78 ERSR act
1: O=C(CCNC(=O)C1CCN(S(=O)(=O)c2ccc(F)cc2)CC1)NCc1ccccc1Cl
    5, 0%, 0, -2, 0.0%, -5%, 3, -2, -9%
2: C[N+]1(C)CCC(=C2c3ccccc3CC(=O)c3sccc32)CC1
    22, -7%, 0, 27, -0.5%, -3%, 14, -8, -6%

Not all compounds are listed, so the mix of outcomes need not match the whole.
